Screening data (PubChem BioAssay)
GC-A act – GC-A (human) enzyme activation | P16066 | HEK293 GC-A cells, cGMP TR-FRET, EC30 ANP; 0% at EC30 ANP, 100% saturating ANP | activation, % at 10 µM | actives 0.14% (n = 370,000) | AID 1671463; in the data active = activation above about 40%
UHRF1 binding – human UHRF1 methylated DNA binding inhibitors | UHRF1 binding to methylated oligo, TR-FRET | inhibition, % at 4.4 µM | actives 0.75% (n = 370,000); in the data active = inhibition above about 21%;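 note: UHRF1 SRA domain binding a hemimethylated CpG hairpin DNA probe; 0% = median of test compound wells and 100% = reference inhibitor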
MBD2 inh – MBD2-methylated oligo binding inhibition; AID 686964; Q9UBB5; actives 0.31% (n = 370,000); TR-FRET, MBD2 binding to methylated oligonucleotide; inhibition, % at 4.4 µM; in the data active = inhibition above about 13%
SIAE inh – inhibitors of human sialic acid acetylesterase SIAE; inhibition, % at 9.66 µM; actives 0.69% (n = 370,000); SIAE FP-Rh probe binding, fluorescence polarization;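 active = inhibition above a cutoff: mean of compounds within the control limits plus 3 SD of those, cut at about 17% in these data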;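 note: 0% = plate median of compound wells and 100% = probe without SIAE protein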
Target sequence (Q9HAT2 whole entry, looked up): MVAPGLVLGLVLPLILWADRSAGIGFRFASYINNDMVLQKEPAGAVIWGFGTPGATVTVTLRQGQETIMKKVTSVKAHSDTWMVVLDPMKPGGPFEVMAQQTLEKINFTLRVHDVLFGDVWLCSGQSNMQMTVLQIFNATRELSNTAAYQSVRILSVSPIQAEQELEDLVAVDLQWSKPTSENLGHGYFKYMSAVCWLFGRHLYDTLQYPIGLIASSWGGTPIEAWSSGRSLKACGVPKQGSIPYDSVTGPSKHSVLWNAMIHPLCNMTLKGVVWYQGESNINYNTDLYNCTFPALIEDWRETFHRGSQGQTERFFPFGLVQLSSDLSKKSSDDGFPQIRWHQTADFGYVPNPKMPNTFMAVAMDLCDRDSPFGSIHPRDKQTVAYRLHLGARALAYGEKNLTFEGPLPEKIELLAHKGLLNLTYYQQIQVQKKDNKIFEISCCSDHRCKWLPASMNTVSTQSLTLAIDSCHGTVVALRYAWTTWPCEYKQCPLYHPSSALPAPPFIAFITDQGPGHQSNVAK
mABHD4 FP – ABHD4 (mouse) inhibition, primary FP screen | Q8VD66 | purified mABHD4, FP-Rh probe fluorescence polarization | inhibition, % at 8.92 µM | actives 0.54% (n = 370,000);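 active = inhibition exceeding the mean over every tested compound plus 3 SD, cut at about 30% in these data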;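 note: 0% = plate median of compound wells and 100% = S159A mutant with DMSO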
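Test system: mABHD4 protein; Read-out basis: % inhibition; Incubation: 45 min + 60 min at 25 °C; Repeats: single replicate; Technique: fluorescence polarization with parallel and perpendicular emission, 525/598 nm; Compound: 8.92 µM, single dose; Benchmarks: full inhibition S159A mutant plus DMSO, zero as sample-well median.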
rCAG RNA binder – molecules binding r(CAG) RNA repeats; actives 1.3% (n = 370,000); inhibition, % at 3 µM; r(CAG) RNA repeat, TO-PRO-1 dye displacement fluorescence; AID 651821;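 active = inhibition above the plate cutoff, the mean of all test compounds on that plate plus 3 SD, cut at about 35% in these data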;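 note: 0% = DMSO alone and 100% = 100 µM mitoxantrone as full dye displacement; higher means more dye released from RNA so lower well fluorescence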
GC-B act – GC-B (human) receptor activation | P20594 | HEK293-GC-B cells, CNP EC30, cGMP TR-FRET; 0% at EC30 CNP, 100% saturating CNP | activation, % at 10 µM | actives 0.11% (n = 370,000) | AID 1920062;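 active = activation at 10 µM reaching about 35% in either raw or pattern-adjusted values, limit read from the data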
TCR-CD3 inh – inhibitors of human TCR-CD3 interaction; TAMRA-labeled TCR probe fluorescence, biochemical; inhibition, % at 9.4 µM; actives 0.37% (n = 360,000); in the data active = inhibition above about 19%;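 note: recombinant mutant TCR 2C K166C tagged with TAMRA read by polarization; 0% = receptor in buffer alone and 100% = receptor with positive control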
HTRA1 inh – inhibitors of human serine peptidase HTRA1; actives 0.5% (n = 340,000); AID 504803; inhibition, % at 5.96 µM; recombinant HTRA1, FP-rhodamine activity-based probe, fluorescence polarization; in the data active = inhibition above about 36%;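 note: 0% = enzyme with DMSO and 100% = wells lacking enzyme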
PRMT1 inh – blocks human protein arginine methyltransferase 1 | Q99873 | recombinant PRMT1, activity-based probe fluorescence polarization | inhibition, % at 2.79 µM | actives 1.3% (n = 370,000);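 active = inhibition above about 21% made by adding two undisclosed values, limit read from the data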
Target sequence (Q99873 whole entry, looked up): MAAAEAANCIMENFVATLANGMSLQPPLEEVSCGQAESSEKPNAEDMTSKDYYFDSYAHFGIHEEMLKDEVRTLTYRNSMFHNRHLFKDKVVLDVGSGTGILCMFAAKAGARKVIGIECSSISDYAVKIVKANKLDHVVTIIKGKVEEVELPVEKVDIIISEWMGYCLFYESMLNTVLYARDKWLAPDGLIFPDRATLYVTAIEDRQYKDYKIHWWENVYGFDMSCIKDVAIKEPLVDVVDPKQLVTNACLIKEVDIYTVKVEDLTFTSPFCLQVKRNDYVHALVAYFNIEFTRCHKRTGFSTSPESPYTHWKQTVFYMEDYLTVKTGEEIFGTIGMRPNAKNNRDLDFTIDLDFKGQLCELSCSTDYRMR
The depositor's hits bear a star; x = no result given; & = joins results of further samples.

Results follow in this order: GC-A act	UHRF1 binding	MBD2 inh	SIAE inh	mABHD4 FP	rCAG RNA binder	GC-B act	TCR-CD3 inh	HTRA1 inh	PRMT1 inh
1. O=C(NC1CCCCC1)C(c1cc2ccccc2o1)n1c(=O)c(-c2ccco2)nc2ccccc21 (stereo not given)
→ -10	-4	-4	-15	-24	24	-18	-5	x	11
2. OCCNc1nc2ccccc2n1CCN1CCCCC1
→ 3	-1	1	9	2	-5	4	0	-4	-3
3. Cc1cccc(/C=C2\Sc3ccc(C(=O)N4CCOCC4)cc3N(C)C2=O)c1
→ -1	2	3	1	1	-7	4	-2	2	2
4. O=C(COc1cccc(NC(=O)c2cccc([N+](=O)[O-])c2)c1)c1ccc(Br)cc1
→ 10	-4	0	14	-14	13	-6	7	-17	4
5. Cc1c(CN(C)Cc2cn(C)nc2-c2ccccc2F)[nH]c2ccccc12
→ -5	11	6	3	2	-7	-3	2	6	-3
6. CC1(C)CC(=O)C2=C(C1)N(c1ccccc1)C(=O)CC2c1ccc(O)cc1 (stereo not given)
→ 0	8	2	2	-4	2	-1	-6	-3	-4
7. COc1ccc(NC(=O)COC(=O)C2CCCCC2)c([N+](=O)[O-])c1
→ -2	6	-5	1	-3	-3	1	7	-10	-3
8. CCNS(=O)(=O)c1ccc(NC(=S)N2CCc3ccccc32)cc1
→ 1	1	0	5	4	6	6	1	4	-2
9. CC(C)N1CCN(Cc2ccoc2)CC1CCO (stereo not given)
→ 0	4	-4	6	1	0	-5	-3	1	1
10. Cc1occc1C(=O)N/N=C/c1ccc(N(C)C)cc1
→ -8	-3	2	5	-5	0	-4	3	10	0
11. CC(C)N(Cc1ccccc1)C(=O)Cn1c(=O)cnc2ccccc21
→ -2	-4	-8	3	-1	-4	2	6	-11	-2
12. CCCCOC(=O)CCc1nc2ccccc2[nH]c1=O
→ 1	0	0	6	3	-1	-4	1	2	0
13. COc1ccc(C(C[N+](=O)[O-])n2nc(C)cc2C)cc1 (stereo not given)
→ -4	-3	-4	1	-9	10	-5	3	-7	0
14. O=C(NC1CCN(C(=S)Nc2ccc(F)cc2)CC1)c1ccco1
→ -3	-2	1	-4	3	2	-1	2	-4	-6
15. CCOC1=C2CN(S(=O)(=O)c3ccc(C)cc3)[C@H](c3ccccc3)C[C@@H]2N(S(C)(=O)=O)[C@H](c2ccccc2)C1
→ 0	28*	-5	-1	-1	9	1	8	x	0

The list goes on:
Results follow in this order: GC-A act	UHRF1 binding	MBD2 inh	SIAE inh	mABHD4 FP	rCAG RNA binder	GC-B act	TCR-CD3 inh	HTRA1 inh	PRMT1 inh
16. O=C(COc1ccc(Cl)cc1)NCc1cn2cc(Cl)ccc2n1
→ -2	-1	-8	4	-2	-4	-3	0	0	0
17. CC1Sc2ccc(S(=O)(=O)CCC(=O)Nc3ccc(C(C)C)cc3)cc2NC1=O (stereo not given)
→ -10	4	6	-1	1	0	-6	0	-15	-2
18. CCOC(=O)c1ccc(NC(=S)N2CCCC(C)C2)cc1 (stereo not given)
→ 1	2	5	1	6	-3	4	-5	-2	1
19. COc1ccc(-c2nnc(SCC(=O)N3CCCC(C)C3)o2)c(OC)c1 (stereo not given)
→ -2	1	2	-3	-1	-7	0	6	-5	5
20. COC(=O)Cn1cc([N+](=O)[O-])nc1C
→ 0	2	-2	-1	-3	0	2	3	-6	-1
21. Cc1cc(C)cc(NC(=O)CC2NCCNC2=O)c1 (stereo not given)
→ 2	0	0	0	-1	3	0	1	8	-1
22. COC(=O)C1(C(=O)OC)C[C@H](/C=C/c2ccccc2)N(Cc2ccccc2OC)[C@@H]1c1cccs1
→ -9&0	5&0	9&-2	-10&2	-15&-5	10&9	-2&8	2&-8	x	8&-1
23. C=CCNC(=O)COc1c(C)ccc(C)c1C
→ 0	-1	5	-5	-1	2	-4	2	3	-1
24. Cc1ccc(CN2CCC(CNC(=O)C3CCCN(c4ncnc5c4nc4n5CCCCC4)C3)CC2)cc1 (stereo not given)
→ -6	6	3	2	8	-9	-8	1	-4	2
25. O=C(NC1CCN(C(=S)NCCc2ccccc2)CC1)C1CCCCC1
→ 3	2	4	-8	2	-5	-5	-5	6	3
26. CCOC(=O)Cc1csc(NC(=O)c2ccc(NC(C)=O)cc2)n1
→ 11	0	1	3	3	1	0	5	-4	1
27. O=C(Nc1cc(C(F)(F)F)ccc1N1CCOCC1)C1=COCCO1
→ 4	-1	2	3	0	-6	-4	5	-2	-1
28. CCCC(=O)N1CCC1(C)C(=O)Nc1ccc2nc(C)ccc2c1 (stereo not given)
→ 1	-1	-9	-3	-3	2	1	-3	x	1
29. Cc1ccc2[nH]c(=O)c3cc(C(=O)NCCC(C)C)sc3c2c1
→ 12	0	0	-10	-5	4	8	11	-14	1
30. CCN1CCc2nc(SCC(=O)Nc3ccc(OC)cc3)c(C#N)cc2C1
→ 2	-5	-2	2	-1	6	-3	-3	12	4

Later entries
Results follow in this order: GC-A act	UHRF1 binding	MBD2 inh	SIAE inh	mABHD4 FP	rCAG RNA binder	GC-B act	TCR-CD3 inh	HTRA1 inh	PRMT1 inh
31. COc1ccc(C2CC(c3ccccc3)Nc3nc(NC(=O)c4cccs4)nn32)cc1 (stereo not given)
→ -4	0	1	3	-4	3	-2	-7	-3	1
32. Cc1cc(N2CCCCC2)nc(NCc2ccccc2)n1
→ -19	-1	-5	0	8	7	-15	-3	-1	1
33. COc1ccc(NC(=O)CCSCCc2ccccn2)cc1OC
→ -2	0	0	8	2	-6	2	4	3	0
34. Cc1cc(C(=O)NCc2cc(C(=O)O)oc2C)c(C)o1
→ 1	-1	0	4	3	3	7	7	7	2
35. O=C(COc1ccc(C(=O)c2ccc(F)cc2)cc1)NCc1ccc(F)cc1
→ 0	0	0	12	0	-4	-5	3	-15	-2
36. CCc1nnc(NC(=O)CSc2ccc(-c3nc4ccccc4[nH]3)cn2)s1
→ 7	0	3	-5	-42	9	2	2	-17	-2
37. O=C(NCc1ccccc1)C1C2C=CC3(CN(Cc4cccnc4)C(=O)C13)O2 (stereo not given)
→ 0	-3	-2	-11	1	-3	3	-1	0	-6
38. COc1ccc(/C=N/Nc2cc(OC)ncn2)cc1
→ 0	0	-3	-5	-2	-1	1	-5	0	-2
39. Cc1sc2ncn(CC(=O)NCC(=O)N3CCN(c4ccccc4F)CC3)c(=O)c2c1C
→ 5	-2	-5	7	6	0	-2	-6	1	-1
40. CCc1ccc(N(C(=O)c2ccoc2C)C(C(=O)NC2CCCC2)c2ccc(OC)cc2)cc1 (stereo not given)
→ -33	-1	-2	-7	5	-1	-9	3	-3	0
41. CCOCCc1nnc(NC(=O)c2cccc(F)c2)s1
→ 5	1	7	-2	-9	4	-3	-8	8	2
42. COCc1cc(=O)n2[nH]c(-c3cccc(Br)c3)cc2n1
→ -2	2	1	-7	-10	5	-7	-12	-4	3
43. CC(=O)Nc1ccc(NC(=O)COc2cc(O)c3c(c2)OC(C)(C)CC3=O)cc1
→ -2	0	4	0	-5	-5	1	4	-4	1
44. COc1cc([N+](=O)[O-])c(OC)cc1SCc1n[nH]c(=S)n1-c1ccc(F)cc1
→ -5	-1	-1	6	8	14	-3	-4	2	12
45. Cc1cc(C)n(CCO)c(=O)n1
→ 1	2	0	-3	4	-1	1	3	7	4

Next part.
Results follow in this order: GC-A act	UHRF1 binding	MBD2 inh	SIAE inh	mABHD4 FP	rCAG RNA binder	GC-B act	TCR-CD3 inh	HTRA1 inh	PRMT1 inh
46. Cc1cc2oc(=O)cc(CN3CCCCCCC3)c2cc1Cl
→ 0	-2	-2	5	2	3	-5	-3	x	-3
47. NC(=O)N/N=C/c1coc2ccc3ccccc3c2c1=O
→ -3	-5	-2	0	-3	6	-1	-1	4	0
48. Nc1scc2c(C(=O)N/N=C/c3ccc(Cl)cc3)nn(-c3ccccc3)c(=O)c12
→ 0	7	-3	12	44*	41*	-6	12	41*	22*
49. Cc1ccc(NC(=O)CS(=O)CC(=O)NC2CCN(Cc3ccccc3)CC2)c(C)c1 (stereo not given)
→ 3	-2	-4	6	-4	-9	-1	-5	0	-4
50. COC(=O)[C@]12CCCCC=C1N(CCc1ccc(OC)c(OC)c1)C(=O)[C@H](CC(=O)N1CCN(C(=O)C3CC3)CC1)C2
→ 1	1	-5	3	0	0	4	1	x	-5
51. CCCCCCNS(=O)(=O)c1ccccc1Br
→ -5	1	6	4	-9	-5	4	-3	-5	-3
52. COc1ccc(C2CC(C(F)(F)F)n3ncc(C(=O)O)c3N2)cc1OC (stereo not given)
→ 2	1	3	5	1	-5	1	-7	7	-2
53. Cc1ccsc1C(=O)N1CC(=O)Nc2ccccc21
→ -1	0	-6	-1	4	0	-4	-2	-2	-2
54. Cc1onc(-c2ccccc2)c1C(=O)N/N=C/c1ccco1
→ -1	-1	-1	1	-4	2	7	2	-1	0
55. Oc1ccccc1Nc1ncnc2c1oc1ccccc12
→ -2	-1	-1	2	-8	8	-4	9	5	-2
56. OC(c1ccccc1)C(NCCNCc1ccccc1)c1ccccc1 (stereo not given)
→ -15	0	2	5	7	1	-5	9	-8	-3
57. O=C(CCn1c(=O)oc2ccccc21)N1CCN(c2ccccc2F)CC1
→ -2	4	1	0	6	-7	-1	-4	6	1
58. CO/N=C/c1cn(-c2ccc(Cl)cc2)nn1
→ 2	-5	2	-6	-6	0	-6	-3	0	-1
59. COc1cccc(C(=O)Cn2c(=O)n(CC3CCCO3)c(=O)c3ccccc32)c1 (stereo not given)
→ -2	1	3	-2	2	1	2	-1	2	-2
60. COc1ccc(CCNS(=O)(=O)c2c(N)n(C)c(=O)n(C)c2=O)cc1OC
→ 4	17	13	-1	7	-1	6	-2	2	-1
61. COc1ccc(C(=O)Nc2nc3ccccc3s2)cc1OC
→ 5	1	0	-4	-2	1	-7	-9	-13	-1

An excerpt from above in order of SMILES length, largest number first.
Results follow in this order: GC-A act	UHRF1 binding	MBD2 inh	SIAE inh	mABHD4 FP	rCAG RNA binder	GC-B act	TCR-CD3 inh	HTRA1 inh	PRMT1 inh
56. OC(c1ccccc1)C(NCCNCc1ccccc1)c1ccccc1 (stereo not given)
→ -15	0	2	5	7	1	-5	9	-8	-3
47. NC(=O)N/N=C/c1coc2ccc3ccccc3c2c1=O
→ -3	-5	-2	0	-3	6	-1	-1	4	0
58. CO/N=C/c1cn(-c2ccc(Cl)cc2)nn1
→ 2	-5	2	-6	-6	0	-6	-3	0	-1

An excerpt, so the mix of outcomes need not match the whole.
